MT1-MMP act inh = MT1-MMP (human) activation inhibition. P50281. HT1080 RFP-PRO-GFP cells, GFP/RFP ratio fluorescence, overnight; percent of plate control window, DMSO zero. GFP/RFP ratio change, % at 20 µM. 360,000 compounds, 0.061% hits;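 active means GFP/RFP ratio change of at least 30% with cell ATP level not reduced by more than half and red fluorescence within 50% of control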; further: strong numbers were not always called active
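Test system: HT1080 RFP-PRO-GFP cells; Benchmarks: DMSO and RFP-L50D-GFP cell wells; Timing: cells overnight before dosing, compound overnight, 37 °C, 5% CO2; Compound: one 20 µM compound dose with 1% DMSO; Read-out: GFP/RFP fluorescence ratio.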
SKN-1 inh = C. elegans SKN-1 inhibition. 360,000 compounds, 0.49% hits. inhibition, % at 21.8 µM. C. elegans VP596 Pgst-4::GFP/RFP ratio, acrylamide-induced, 24 h;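 active means interference check ratio from 0.5 to 1.5 plus GFP to RFP signal ratio inhibition reaching or exceeding a fixed threshold, cut at about 30% in these data, passing the limit was not always enough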; further: some compounds called inactive have numbers as strong as hits
Rpn11 block = inhibitors of human proteasome Rpn11 | calls only at 20 µM | 360,000 compounds, 0.59% hits | human 26S proteasome, Ub4-pepOG fluorescence polarization; 20S core pre-blocked with epoxomicin | AID 588493;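 active means inhibition at 20 µM, scaled to each plate's controls, above about 33%, limit read from the data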
Target sequence (O00487 whole entry, looked up): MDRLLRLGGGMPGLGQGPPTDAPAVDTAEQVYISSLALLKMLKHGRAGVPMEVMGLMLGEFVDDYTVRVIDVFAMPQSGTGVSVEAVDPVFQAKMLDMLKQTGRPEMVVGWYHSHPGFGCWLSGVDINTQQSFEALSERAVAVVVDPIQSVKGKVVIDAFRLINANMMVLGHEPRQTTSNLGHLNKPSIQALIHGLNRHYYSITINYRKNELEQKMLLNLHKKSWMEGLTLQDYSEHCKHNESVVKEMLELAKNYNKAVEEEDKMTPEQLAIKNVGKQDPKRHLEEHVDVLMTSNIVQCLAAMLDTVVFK
DNMT1 block = inhibitors of human DNMT1. 360,000 compounds, 0.83% hits. AID 588458. P26358. inhibition (reported as % activation of signal), % at 10 µM. DNMT1 molecular beacon, Hinp1I cleavage, fluorescence; in the data active means inhibition above about 50%
Scp1 inh = Scp-1 (human) phosphatase inhibition; 340,000 compounds, 0.88% hits; Recombinant Scp1, phosphopeptide, malachite green phosphate absorbance; AID 493091; inhibition, % at 20 µM;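 active means inhibition above about 50% at 20 µM, limit read from the data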;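 further: plate controls were DMSO wells with enzyme for no effect and wells lacking enzyme for full effect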
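Material: truncated SCP-1 phosphatase (76-261aa) / Buffer or medium: 50 mM Tris acetate pH 5.5, 0.005% Tween-20, 10 mM MgCl2 / Compound dosing: one concentration, 20 µM, with 1.0% DMSO / Incubation: 45 min room-temperature reaction, 5 min colour, 30 min stabiliser / Detection: colorimetric free-phosphate detection, absorbance 630 nm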
NadD block = inhibitors of Staphylococcus aureus NadD; purified NadD enzyme, colorimetric absorbance read-out; inhibition, % at 20 µM; 360,000 compounds, 0.78% hits; in the data active means inhibition above about 26%; further: some compounds past the cut are filed as inactive
SUMO1 PPI mod = modulators of human SUMO1-mediated protein-protein interactions | inhibition, % at 20 µM | 360,000 compounds, 0.33% hits | P63165 | SUMO1 binding to a labelled peptide, TR-FRET, 1 h | AID 602429; in the data active means inhibition above about 37%
Target sequence (P63165 whole entry, looked up): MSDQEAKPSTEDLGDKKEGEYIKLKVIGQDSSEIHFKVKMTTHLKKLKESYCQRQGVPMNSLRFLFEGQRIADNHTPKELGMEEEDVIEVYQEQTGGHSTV
LMPTP inh = LMPTP (human) inhibition | P24666 | recombinant LMPTP-A, OMFP fluorogenic substrate, fluorescence intensity | inhibition, % at 20 µM | 360,000 compounds, 0.22% hits | AID 651560;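 active means compounds that cut the enzyme signal by at least half of the control window in the single-dose screen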;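 further: plate controls were DMSO wells with enzyme plus substrate for no effect and substrate without enzyme for full effect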
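Test system: LMPTP-A phosphatase enzyme; input: 0.625 nM LMPTP-A final; reagent: OMFP substrate, 400 µM final; compound dosing: 20 µM single dose, 3% DMSO; incubation: 50 min dark incubation at room temperature; measured by: endpoint fluorescence intensity from OMFP dephosphorylation; measure: % inhibition relative to no-enzyme and uninhibited control wells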
NRP1-CendR mod = modulators of CendR peptide binding to human neuropilin-1; FAM-RPARPAR peptide binding to NRP-1, fluorescence polarization; inhibition, % at 25 µM; 360,000 compounds, 0.85% hits;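 active means inhibition or corrected inhibition above about 18%, plus a signal ratio from 0.5 to 1.5, limit read from the data, passing the limit was not always enough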; further: strong numbers were not always called active
STEP block = blocks human striatal-enriched tyrosine phosphatase. P54829. 360,000 compounds, 0.25% hits. inhibition, % at 20 µM. recombinant STEP, OMFP fluorogenic substrate, fluorescence;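 active means inhibition at 20 µM, scaled per plate between control wells, above about 37%, limit read from the data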;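 further: 0% = DMSO with enzyme and substrate and 100% = substrate only without enzyme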
Target sequence (P54829 whole entry, looked up): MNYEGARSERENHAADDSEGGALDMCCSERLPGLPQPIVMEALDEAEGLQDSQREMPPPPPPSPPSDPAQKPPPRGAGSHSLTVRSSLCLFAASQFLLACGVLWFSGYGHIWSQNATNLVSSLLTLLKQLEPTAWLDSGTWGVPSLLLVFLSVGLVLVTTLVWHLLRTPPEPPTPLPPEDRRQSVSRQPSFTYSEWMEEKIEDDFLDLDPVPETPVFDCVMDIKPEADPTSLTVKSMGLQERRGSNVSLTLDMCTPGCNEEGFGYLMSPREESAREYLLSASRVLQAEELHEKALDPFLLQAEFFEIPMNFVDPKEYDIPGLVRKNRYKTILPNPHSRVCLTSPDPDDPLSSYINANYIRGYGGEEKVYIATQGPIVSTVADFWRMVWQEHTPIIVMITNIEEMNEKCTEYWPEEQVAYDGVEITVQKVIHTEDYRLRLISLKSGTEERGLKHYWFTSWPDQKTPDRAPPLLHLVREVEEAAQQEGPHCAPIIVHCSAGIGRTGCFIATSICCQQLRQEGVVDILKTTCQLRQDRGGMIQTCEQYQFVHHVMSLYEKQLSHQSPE
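Material: STEP (striatal-enriched tyrosine phosphatase) enzyme, cell-free | Medium: 50 mM Bis-Tris pH 6.0 with 2.5 mM DTT and 0.005% Tween 20 | Read-out: Percent inhibition scaled to no-enzyme and uninhibited-enzyme controls, plate-pattern corrected | Signal: Fluorescence read at 480 nm ex / 540 nm em | Times: 20 min reaction, room temperature, in the dark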
Numbers without * were called inactive; i = inactive; / = no result given.

SMILES	MT1-MMP act inh	SKN-1 inh	Rpn11 block	DNMT1 block	Scp1 inh	NadD block	SUMO1 PPI mod	LMPTP inh	NRP1-CendR mod	STEP block
Cc1cccc(C)c1OCc1cc(C(=O)N2CCN(C3CCCC3)CC2)no1	-1.0	49.7*	i	-0.6	-10.2	-7.2	2.4	0.0	-7.9	2.5
O=C(NCc1cccnc1)c1cc(C2CCCCN2S(=O)(=O)c2ccc(F)cc2F)on1 (stereo not given)	-3.9	-6.7	i	3.4	/	0.5	3.1	-2.2	-5.2	3.6
COc1ccc(CNC(=O)CC2C[C@H](C(=O)N3CCOCC3)[C@@]3(C)c4[nH]c5ccccc5c4CCN3C2=O)cc1OC (stereo not given in full)	0.4	-6.3	i	5.2	3.9	0.8	-2.6	-0.3	-11.1	0.6
Clc1ccccc1OCCn1ccnc1	7.4	-22.3	i	0.7	-3.4	-1.6	2.5	-0.7	-3.0	-1.8
COCCCN1C(=O)C(=O)/C(=C(/O)c2ccc(OC)cc2)C1c1cccc(OC)c1 (stereo not given)	0.9	2.4	i	0.5	2.9	5.3	-0.8	1.0	-0.8	1.1
Nc1c(C(=O)c2ccc(Br)s2)oc2ccccc12	0.6	11.4	i	-8.4	-12.1	-7.5	-7.7	3.6	0.3	-1.2
CCOC(=O)c1c(NC(=O)COC(=O)c2ccc(O)cc2)sc(C(=O)NC)c1C	3.8	11.0	i	-4.0	4.5	4.8	-32.8	0.0	-8.9	-0.9
Cc1cc(C)c(C#N)c(SCC(=O)N2CCCCC2)n1	5.5	1.3	i	-0.5	6.3	-5.7	-1.1	-2.1	-3.9	-0.1
CCC(=O)N1CCN(c2ccc(NC(=O)c3ccc4ccccc4c3)cc2)CC1	1.9	8.0	i	1.4	-0.6	8.1	0.6	1.0	-2.4	-1.5
O=C(COC(=O)CCc1nc2ccccc2c(=O)[nH]1)NC1CCS(=O)(=O)C1 (stereo not given)	0.1	0.5	i	-1.5	-5.6	-0.9	3.4	-1.7	-5.7	0.3
CC(C)Cc1ccc(-c2cc3nc(NCCc4ccc(S(N)(=O)=O)cc4)ccn3n2)cc1	-10.9	-4.5	i	-0.9	/	22.9	-44.5	4.7	-37.3	-0.8
CC(=O)Nc1ccc(NC(=O)c2ccc(OCc3c(C)noc3C)cc2)cc1	-0.2	-5.8	i	5.1	58.7*	2.7	-1.3	0.4	8.2	-3.0
CC(C)(C)OC(=O)C[C@@H]1C/C=C\C[C@@H](CC(=O)N[C@H](CO)Cc2ccccc2)C(=O)NCCOC1=O	2.0	15.3	i	-0.5	-0.1	2.7	1.6	-1.0	8.8	-2.8
CN1C(=O)C2(OCC(C)([N+](=O)[O-])CO2)c2ccccc21 (stereo not given)	6.2	-3.1	i	2.8	-4.5	-5.4	0.0	-1.8	2.2	0.6
S=c1[nH]nc(-c2ccccc2)n1/N=C/c1cccs1	2.8	5.9	i	6.8	5.7	0.6	-9.5	-0.7	1.8	-0.3
COc1ccc(-c2ccc(CCC(=O)O)n2CC2CCCO2)cc1 (stereo not given)	-2.3	0.4	i	1.1	-5.3	-0.6	0.0	3.4	-2.1	3.1
N#Cc1ccccc1S(=O)(=O)N1CCNS(=O)(=O)c2ccccc21	1.0	-7.4	i	-0.6	-0.1	-0.2	5.3	-1.1	4.6	0.8
Cc1cc(NC(=O)CSc2ccc(-c3ccccc3)nn2)no1	4.5	13.8	i	-1.0	2.4	-0.4	-0.2	-1.0	4.2	-1.2
C/C(=N\NC(=S)Nc1c(C)cccc1C)c1cc2ccccc2o1	-0.9	14.1	i	-6.2	1.0	9.5	-0.9	0.2	-1.7	3.3
O=S1(=O)CC(N2CCCC2)CN1Cc1cn(Cc2cccc(C(F)(F)F)c2)nn1 (stereo not given)	1.4	-5.7	/	/	/	0.6	6.0	-0.3	-5.0	/
CC(C)C(C(=O)NC1CCCC1)N(CC1CCCO1)C(=O)CNS(=O)(=O)c1ccc(F)cc1 (stereo not given)	1.7	15.9	i	2.5	-2.0	-0.3	-2.1	-1.2	2.5	-1.5
CC(C)C(NS(=O)(=O)c1cccc(C(F)(F)F)c1)C(=O)NCc1cccs1 (stereo not given)	-2.2	-13.4	i	2.7	-5.2	-2.0	-7.3	-4.3	5.5	-1.9
COc1cccc(C2C3=C(CC(C)(C)CC3=O)Nc3cc4c(cc32)OCO4)c1 (stereo not given)	-4.8	4.2	i	-0.6	1.6	8.4	7.6	0.2	-3.1	3.3
COc1ccc(NC(=O)CCN2C(=O)c3ccccc3C2=O)c(OC)c1	0.6	6.9	i	1.0	10.1	-2.7	-6.5	-2.5	-9.5	-0.8
COc1cc2ccccc2cc1C(=O)NCCCN1CCOCC1	-2.6	20.8	i	3.2	1.2	1.2	-11.2	-8.1	3.9	-2.2
Next part:
SMILES	MT1-MMP act inh	SKN-1 inh	Rpn11 block	DNMT1 block	Scp1 inh	NadD block	SUMO1 PPI mod	LMPTP inh	NRP1-CendR mod	STEP block
COc1cc(OC)cc(-c2sc3ccc(OC)cc3c2-c2ccc(OCCN3CCOCC3)cc2)c1	-5.0	12.3	i	-21.2	6.5	-8.7	-0.8	0.3	10.2	-0.8
Cc1ccc(S(=O)(=O)N2CCOCC2)cc1-c1n[nH]c(=S)n1-c1ccccc1	-0.7	-11.3	i	3.5	-5.7	1.6	-1.5	-1.3	2.4	-0.9
COc1cccc(CC2(CO)CCN(C(=O)NC3CCCCC3)CC2)c1	-1.6	-4.3	i	3.0	-11.6	-5.2	-1.9	-2.0	-5.4	-5.2
Cc1cccc(N2CN=c3s/c(=C\c4ccccn4)c(=O)n3C2)c1	-4.2	0.1	i	-2.2	-0.4	8.7	-23.1	-0.3	0.2	-0.6
O=S1(=O)N=C(Nc2ccc(S(=O)(=O)N3CCCCC3)cc2)c2ccccc21	5.8	3.5	i	0.8	1.0	-2.2	-4.4	-1.9	-10.4	5.4
O=C(c1ccc(OCC2CCCO2)cc1)N1CCN(S(=O)(=O)c2cccc(F)c2)CC1 (stereo not given)	-2.1	5.8	i	-2.9	-1.2	2.1	-47.4	-9.3	5.2	-0.7
CCN1CCN(C(=O)c2sc3nc(C)nc(N4CCC(C)CC4)c3c2C)CC1	-5.2	11.8	i	1.1	-7.6	-4.6	3.9	-0.3	4.1	-3.6
CCCN(C(=O)c1ccco1)c1nnc(-c2ccncc2)s1	-0.7	0.8	i	3.7	8.5	0.9	-3.8	-0.8	4.2	-3.6
O=c1oc2ccccc2c(NC2CCCCC2)c1NS(=O)(=O)c1ccc(F)cc1	0.5	13.1	i	-5.0	-5.3	1.6	7.4	0.3	7.1	-0.8
CC(=O)NCCc1ccc(C(=O)COC(=O)C2CCCCC2)cc1	1.5	10.4	i	6.3	-2.8	1.0	11.4	-1.9	8.4	-3.2
Cc1noc(/C=C/c2ccco2)c1S(=O)(=O)N1CCC(C(=O)N2c3ccccc3CC2C)CC1 (stereo not given)	-23.2	9.4	i	2.6	-17.8	38.5*	4.4	2.6	-44.2	2.4
CCN(C(=O)COC(=O)/C=C/c1cccc(Br)c1)C1CCS(=O)(=O)C1 (stereo not given)	-1.2	0.9	i	0.7	4.8	-2.5	-15.9	-1.6	12.5	-0.7
COc1ccccc1NC(=O)C1CCOC1=O (stereo not given)	3.8	-8.4	i	-0.5	-2.2	-12.5	2.2	-0.8	0.4	-2.0
N#Cc1c(-c2ccco2)nc(NCC2CCCO2)[nH]c1=O (stereo not given)	11.4	6.3	i	2.1	2.6	0.6	-1.1	-1.7	26.8*	0.7
Cc1ccc2nc(-c3ccsc3)c(NC3CCCC3)n2c1	4.4	-1.9	i	-1.9	-0.7	1.8	-3.5	3.0	0.1	6.5
Cn1c(SCC(=O)Nc2ccccc2)nc(O)cc1=O	11.9	10.6	i	-6.8	-4.4	2.4	7.3	-0.8	-11.5	2.5
CC1CN(CC(=O)Nc2nc(-c3ccc(Cl)cc3)cs2)CC(C)O1 (stereo not given)	5.5	2.8	i	0.9	-2.0	-5.8	-5.9	-0.3	-6.7	2.0
Cc1nc2scc(-c3ccco3)c2c(=O)n1/N=C/N(C)C	-6.5	0.8	i	5.1	-6.6	7.1	6.4	1.6	-22.7	-1.2
Cc1onc(NC(=O)c2ccc([N+](=O)[O-])o2)c1Br	2.0	9.3	i	-2.0	-0.7	-6.4	-32.9	-2.0	-14.4	-0.5
NC(N)=NC(N)=NCCc1ccccc1	-3.5	0.8	i	1.5	-9.0	3.1	3.3	-0.1	-1.1	-1.8
CCc1nnc(NC(=O)[C@@H](NC(=O)c2cc(OC)cc(OC)c2)C(C)C)s1	-2.6	3.8	i	3.9	3.1	1.2	-2.7	-1.2	-4.8	-1.6
COCCn1c(C)cc(C(=O)COC(=O)c2cncc(Br)c2)c1C	-3.3	9.0	i	-1.5	-3.7	-4.4	0.5	-1.4	-16.4	-4.0
COc1cccc(C(C(=O)NC(C)(C)C)N(C(=O)CCC(=O)Nc2cc(C)on2)C2CC2)c1OC (stereo not given)	-0.8	9.6	i	2.8	-5.0	-3.0	-0.2	-1.0	-12.3	0.0
CCn1c(COc2cccc(C)c2)nnc1SCC(=O)CC(=O)Nc1ccccc1OC	-8.0	-9.1	i	-4.8	5.6	15.6	2.9	-1.8	-1.4	3.1
CCOC(=O)c1c(C)[nH]c2c1cc(O)c1ccccc12	8.2	12.6	i	-16.5	9.8	12.8	-4.9	3.0	16.3	9.7
COc1ccc(-c2cnc3c(NC(C)=O)cc(-c4ccccc4OC)cn23)cc1OC	-3.5	16.7	i	-11.4	/	7.2	-5.0	3.3	-7.0	1.3
Cc1cccn2c(=O)c3cc(C(=O)N4c5ccccc5CC4C)n(C)c3nc12 (stereo not given)	1.7	-2.4	i	6.0	-7.8	2.1	-1.5	0.8	-3.4	1.9
CC(C)(C)OC(=O)N[C@H](C(=O)OC(C)(C)C)c1ccc2ccccc2c1	-9.1	-10.2	i	4.0	-5.0	-3.3	-2.4	0.4	-0.8	0.0

Laid out differently: 2 of the compounds above.
Values run as follows: MT1-MMP act inh	SKN-1 inh	Rpn11 block	DNMT1 block	Scp1 inh	NadD block	SUMO1 PPI mod	LMPTP inh	NRP1-CendR mod	STEP block
- CCOC(=O)c1c(C)[nH]c2c1cc(O)c1ccccc12
    8.2	12.6	i	-16.5	9.8	12.8	-4.9	3.0	16.3	9.7
- CCc1nnc(NC(=O)[C@@H](NC(=O)c2cc(OC)cc(OC)c2)C(C)C)s1
    -2.6	3.8	i	3.9	3.1	1.2	-2.7	-1.2	-4.8	-1.6

Single values from the entries so far.
For MT1-MMP act inh, Cc1ccc2nc(-c3ccsc3)c(NC3CCCC3)n2c1 has 4.4
For Scp1 inh, Cc1ccc(S(=O)(=O)N2CCOCC2)cc1-c1n[nH]c(=S)n1-c1ccccc1 has -5.7

Compound activity deposited in PubChem BioAssay by Sanford-Burnham Center for Chemical Genomics.
